Screening results from PubChem.
IMPase inh: cell-permeable inhibitors of inositol monophosphatase (IMPase); 120,000 tested, under 10 active; AID 901; CHO-M1 cells, IP1 accumulation, HTRF TR-FRET ratio; inhibition (IP1 accumulation), % at 46.1 µM; active = well fitted curve in the direction sought with a large enough effect in the signal ratio, not every such curve was filed as active; inconclusive = small, poorly fitted or top-dose-only effect, or a change in a side signal; inactive = no such curve, though single readings can be large or run the other way; the % refers to the signal ratio;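 note: cells stimulated with carbachol in lithium chloride buffer; plate controls were DMSO basal wells for no effect and reference inhibitor wells for full effect; higher means more IMPase inhibition seen as more IP1 and lower FRET ratio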
Target sequence (P97697 whole entry, looked up): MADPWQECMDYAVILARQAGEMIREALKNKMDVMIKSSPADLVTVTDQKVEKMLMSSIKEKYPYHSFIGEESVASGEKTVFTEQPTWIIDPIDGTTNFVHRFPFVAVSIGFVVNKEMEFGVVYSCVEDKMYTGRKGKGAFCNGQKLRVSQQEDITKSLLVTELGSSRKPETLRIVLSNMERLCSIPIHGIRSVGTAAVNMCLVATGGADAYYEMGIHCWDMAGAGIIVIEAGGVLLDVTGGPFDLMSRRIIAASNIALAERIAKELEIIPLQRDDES
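Measured: the HTRF emission ratio (665/620 nm) plus the 620 nm donor channel, each fitted to the Hill equation to give AC50. Cells were CHO-M1 given compounds up to 46 uM and a 30 min carbachol stimulation at 37C.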
PNC assembly inh: perinucleolar compartment assembly inhibition; PC3M PTB-GFP, PNC prevalence imaging, 16 h; active compounds read low; 140,000 compounds, 3.1% hits; activity change (PNC), negative = inhibition, % at 10 µM;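 active = readout at or below -70, meaning at least 70% loss of cells showing the perinucleolar compartment, a nuclear body marking cancer cells; inconclusive = readout between -30 and a set limit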;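 note: plate controls were DMSO wells for no effect and camptothecin positive control wells for full effect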
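Compounds are pinned in duplicate onto adhered PC3M cells stably expressing GFP-tagged PTB and incubated 16 h at 37 C. Cells are then fixed, nuclei stained with Hoechst, and PNC-positive cells counted.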
12-hLO inh: blocks human 12-lipoxygenase activity; P18054; purified 12-hLO, xylenol orange hydroperoxide absorbance; Potency, µM (top dose mostly 57.1 µM), inactives show top-dose activity change, negative = inhibition, actives largely listed as inhibitors; 150,000 compounds, 0.12% hits; AID 1452; note: potency is the fitted concentration of half-maximal effect; nearly all actives have a fitted effect of over 55% in size; many of its hits are not listed in these tables
Target sequence (P18054 whole entry, looked up): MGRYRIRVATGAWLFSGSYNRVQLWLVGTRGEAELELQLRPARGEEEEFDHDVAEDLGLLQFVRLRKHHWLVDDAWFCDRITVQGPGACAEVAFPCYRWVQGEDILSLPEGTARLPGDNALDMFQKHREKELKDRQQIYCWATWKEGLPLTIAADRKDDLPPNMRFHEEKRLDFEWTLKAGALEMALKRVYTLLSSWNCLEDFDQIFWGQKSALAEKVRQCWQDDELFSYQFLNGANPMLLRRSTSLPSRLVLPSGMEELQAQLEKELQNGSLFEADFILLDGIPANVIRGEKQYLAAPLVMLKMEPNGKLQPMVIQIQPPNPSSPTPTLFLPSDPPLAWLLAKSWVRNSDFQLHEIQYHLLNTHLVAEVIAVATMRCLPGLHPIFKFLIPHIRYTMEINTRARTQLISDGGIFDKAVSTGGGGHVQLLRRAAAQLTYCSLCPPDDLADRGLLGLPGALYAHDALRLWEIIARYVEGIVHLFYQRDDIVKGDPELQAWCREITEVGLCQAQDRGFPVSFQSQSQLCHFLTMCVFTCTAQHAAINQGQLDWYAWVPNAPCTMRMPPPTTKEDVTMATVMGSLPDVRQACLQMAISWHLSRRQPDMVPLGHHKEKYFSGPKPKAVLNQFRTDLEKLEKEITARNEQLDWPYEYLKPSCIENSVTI
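Lipoxygenase turnover measured by absorbance at 573 and 405 nm after Fe-XO development. Human 12hLO 150 nM, arachidonate 40 uM, pH 7.0 Hepes buffer with detergent; 15 min compound preincubation, 30 min reaction.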
15-hLO-2 inh: 15-hLO-2 (ALOX15B) enzyme inhibition; O15296; purified 15hLO-2, xylenol orange hydroperoxide absorbance; Potency, µM (highest dose often 57.1 µM), for inactives: at the top dose activity change, negative = inhibition, usual class: inhibitors; 110,000 compounds, 0.56% hits; AID 881; note: potency is the fitted concentration of half-maximal effect; nearly all actives have a fitted effect of over 60% in size; many of its hits are not listed in these tables
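Purified human 15hLO-2 (50 nM final) preincubated with compounds 15 min at room temperature in 25 mM Hepes pH 7.5, 0.01% Triton X-100, then 45 uM arachidonic acid added for 90 min; hydroperoxide detected via ferrous/xylenol orange, 573/405 nm absorbance ratio.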
Active calls of the source: *; ? = inconclusive; · = no result given; [ ] = dose if it differs, or a comment. Unless noted, calls come from the whole dose curve; as a rule, active = well fitted curve in the direction sought with a large enough effect; inconclusive = small, poorly fitted or top-dose-only effect, or another doubt; inactive = no such curve, though single readings can be large; an effect the other way counts as inactive or inconclusive. Unless noted, % is set by controls: 0 for no effect and ±100 for the full control effect. An excerpt (hit frequency here may not be typical).

SMILES	IMPase inh	PNC assembly inh	12-hLO inh	15-hLO-2 inh
CCOC(=O)c1nnn(-c2nonc2N)c1CN(CC)c1ccccc1	3	37	-2%	-3%
O=C(NCc1ccc(F)cc1)C1CCN(S(=O)(=O)c2ccc3c(c2)OCCCO3)CC1	4	?	0%	·
CNCCc1ccccn1	-1[20.6 µM]	?	-1%	-4%
CCOc1cc(/C=N/NC(=O)CSc2nncn2C)ccc1OC(=O)c1ccc(Cl)cc1	·	-20	-2%	·
CC(C)c1nccn1S(=O)(=O)c1cccc([N+](=O)[O-])c1	13	2	-2%	·
C=CCN1CC(c2nc3ccccc3n2Cc2ccccc2)CC1=O (stereo not given)	2	-10	-5%	16%
O=C(Nc1cccc(Cl)c1)Nc1nccs1	-2	7	-10%	5%
Cc1cc(C)c2c(c1)cc(C)c1nnc(SCC(=O)Nc3ccc(S(=O)(=O)N4CCCCC4)cc3)n12	·	-25	-3%	·
O=C(NCc1cccnc1)c1ccc(Cl)cc1[N+](=O)[O-]	-3	?	-4%	3%
CCCCCCn1c(CN2CCN(CCO)CC2)nc2c1c(=O)n(C)c(=O)n2C	8	46	19%	2%
O=C(Cn1nc(C(F)(F)F)c2c1CCCC2)NC1CCCC1	-4	45	2%	4%
COC(=O)c1cccc(NC(=O)CN2CCC(NC(=O)c3cc(OC)c(OC)c(OC)c3)CC2)c1	-8	-22	-5%	11%
CCOC(=O)c1ccc(NC(=O)c2cn(CCC#N)nc2-c2ccc3c(c2)OCCO3)cc1	-3	?	-2%	·
Cc1ccc(CS(=O)(=O)CCC(=O)NCCCN2CCCC2)cc1	2	33	0%	6%
NC(=O)c1ccsc1NC(=O)C1CCCCC1	2	-8	-5%	4%

Whole records as entered above:
NC(=O)c1ccsc1NC(=O)C1CCCCC1 is entered as IMPase inh = 2; PNC assembly inh = -8; 12-hLO inh = -5%; 15-hLO-2 inh = 4%
C=CCN1CC(c2nc3ccccc3n2Cc2ccccc2)CC1=O (stereo not given) is entered as IMPase inh = 2; PNC assembly inh = -10; 12-hLO inh = -5%; 15-hLO-2 inh = 16%
O=C(Cn1nc(C(F)(F)F)c2c1CCCC2)NC1CCCC1 is entered as IMPase inh = -4; PNC assembly inh = 45; 12-hLO inh = 2%; 15-hLO-2 inh = 4%

Following part:
SMILES	IMPase inh	PNC assembly inh	12-hLO inh	15-hLO-2 inh
C=CC(C)(O)CCCC(C)CCCC(C)CCCC(C)C (stereo not given)	7	·	-2%	9%
Cc1ccc(NC(=O)c2nc[nH]c2C(=O)Nc2ccc(C)cc2)cc1	-1	10	-2%	4%
O=C(Nc1ccccc1)c1ccc2nsnc2c1	1	-106*	0%	-10%
COC(=O)CCC(=O)Nc1ccc(Br)cc1	-4	-9	-13%	-7%
CCCCC(CC)COC(=O)c1ccc(N(C)C)cc1 (stereo not given)	·	·	-3%	5%
COC(=O)c1ccc(NC(=O)Cc2ccc(C)cc2)cc1	-2	25	2%	2%
COc1ccc(NC(=O)c2cc(C)on2)cc1OC	-7	-9	-3%	1%
CCn1c(SCC(=O)NCc2ccco2)nnc1C(C)C	10	?	-3%	5%
COc1ccc(NC(=O)CN(C)C(C)C(=O)N2CCCCC2)cc1 (stereo not given)	0	12	-5%	-16%
COc1ccc(/C=C/C(=O)NCCCn2ccnc2)cc1	·	-16	-1%	·
COc1cc(NC(=O)c2ccccc2Cl)ccc1NC(=O)c1ccco1	-9	113	-4%	-1%
CN1C(=O)OC(C)(CCc2ccccc2)C1(C)O (stereo not given)	-1	3	-4%	·
CC1Cc2nc(SCC(=O)NCc3ccccc3)n(Cc3ccccc3)c(=O)c2S1 (stereo not given)	13	4	-2%	-5%
Cc1ccc(N2C(=O)CC(Nc3ccccc3)C2=O)cc1 (stereo not given)	2	40	4%	2%
CCCCNC(=O)c1onc(CSc2ccccc2)c1C(=O)O	-9	12	6%	19%
CC1Cc2nc(SCC(=O)NC3CCCCC3)n(C)c(=O)c2S1 (stereo not given)	1	-28	-5%	-7%
CCOc1cc(C(=O)OCC(=O)Nc2ncc(Cl)c(C)c2Cl)ccc1OCC(=O)N1CCOCC1	-4	5	-3%	·
Cc1nn2c(CN(C(=O)CN3CCOCC3)c3ccccc3)nnc2c2ccccc12	1	-21	-1%	·
Cc1ccc(C(=O)NC(C)(COc2nonc2C)COc2nonc2C)cc1	13	-23	-1%	-3%
Cc1cccc(N2CCN(C(=O)c3ccccc3NC(=O)C3CC=CCC3C(=O)O)CC2)c1 (stereo not given)	-7	-3	4%	-3%
O=C(CNS(=O)(=O)c1ccc2ccccc2c1)OCC(=O)c1ccc(Br)s1	?	45	-4%	?
COC(=O)C(C)Sc1ncnc2c1nnn2-c1ccc(F)cc1 (stereo not given)	5	-26	-7%	-4%
O=C(NC1CCCC1)c1ccc(CS(=O)(=O)c2cccc(C(F)(F)F)c2)o1	0	3	-8%	-8%
CCCn1c(=O)c(F)cn(Cc2ccc(OC)c([N+](=O)[O-])c2)c1=O	-3	-23	-2%	-3%
C=CCn1c(COc2ccc(Cl)cc2)nnc1SCC(=O)NCC(=O)OCC	4	-21	-6%	5%
O=C(Nc1ccccc1)c1nn(-c2ccccc2)c(=O)cc1C(F)(F)F	2	66	3%	-13%
CN(C(=O)COC(=O)c1nc(-c2ccccc2)n(-c2ccccc2)n1)C1CCS(=O)(=O)C1 (stereo not given)	17	-25	1%	2%
Cc1ccc(NC(=O)C(=O)c2c(-c3ccccc3)cc3ccccn23)cc1S(=O)(=O)N1CCOCC1	12	?	-1%	-20%
COC(=O)c1ccccc1NC(=O)NCc1ccccn1	-3	-13	0%	10%
CN(C)c1ccc(C(=O)OCc2ccc(Br)cc2)cc1	2	14	1%	7%
CCOC(=O)N1CCN(C(=O)CSc2nc3c(c(=O)n2-c2ccccc2OC)SCC3)CC1	-4	?	8%	-1%
CC(C)(C)NC(=O)c1ccc(NC(=O)C2COc3ccccc3O2)cc1 (stereo not given)	-2	?	-3%	1%
CCOC(=O)c1cccc(NC(=O)CCS(=O)(=O)c2cccc3nsnc23)c1	8	?	-9%	-9%
O=S(CC(O)COCc1ccc(Cl)cc1)c1ccccn1 (stereo not given)	-13	?	0%	-2%
COc1ccccc1CNC(=O)CCS(=O)(=O)c1cccc2nonc12	-5	-22	5%	-5%
COc1cc2[nH]c(=O)n(Cc3ccc(C(=O)NCCCN4CCN(C)CC4)cc3)c(=O)c2cc1OC	-3	36	1%	5%
O=C(CN1CCN(Cc2ccc3c(c2)OCO3)CC1)N1CCc2[nH]c3ccccc3c2C1	0	-22	2%	19%
CCOC(=O)c1cnn(-c2nc(CC)nc3sc4c(c23)CCC4)c1N	4	41	-6%	3%
Cc1ccc(S(=O)(=O)N(C)CC(=O)N2CCc3ccccc32)cc1	12	23	-1%	-3%
CC(C)c1nnc(NC(=O)CCC(=O)N2CCN(C3CCCCC3)CC2)s1	-1	6	1%	5%
Cc1c(NC(=O)CCN2C(=O)c3ccccc3C2=O)c(=O)n(-c2ccccc2)n1C	2	-18	7%	0%
Cc1ccc2c(Cl)cc(Cl)c(OCC(=O)Nc3ccc(C)c(S(=O)(=O)N(C)C)c3)c2n1	1	?	-3%	·
CCOc1ccc(NC(=O)c2ccco2)c([N+](=O)[O-])c1	·	93	0%	·
O=C1/C(=C/c2cccs2)N=C(c2cccs2)N1Nc1ccccc1	4	29	-18%	-13%
O=C(NCc1ccccc1)c1cc(=O)[nH]c2ccccc12	-1	7	1%	-3%
CCn1c(NC(=O)Nc2ccccc2OC)nc2ccccc21	21	11	-2%	25%
O=C(Nc1ccccc1)N1CCCC1	-6	-24	-6%	-3%
CCc1cccc(CC)c1N(COC)C(=O)Cn1nnc2ccccc21	-2	33	-3%	-2%
Cc1ncc([N+](=O)[O-])n1Cc1cccc2ccccc12	4	?	5%	·
CCCCn1c(=O)[nH]c(=O)c2c1nc(-c1ccncc1)n2CCOC	-4	6	1%	-7%
CCOc1ccc(S(=O)(=O)NCCC(=O)OC(C)C(=O)N2CCc3ccccc32)cc1 (stereo not given)	7	40	-3%	1%
Cc1nc2ccccn2c1C(=O)NN=C1C2CC3CC(C2)CC1C3	·	-19	-2%	·
Cc1ccc(S(=O)(=O)N2CCCOC2CNC(=O)C(=O)NCc2cccnc2)cc1 (stereo not given)	·	103	0%	·
CC1(C)CC(=O)C2=C(C1)OC(N)=C(C#N)C21CCN(C(=O)OCc2ccccc2)CC1	20	19	-20%	-17%
Cc1ccc(C23OC(=O)C(C)(C)C2OC(=O)C3(C)C)cc1 (stereo not given)	3	-12	-3%	6%
CCn1c2ccccc2c2cc(C3C(C#N)=C(C)NC(C)=C3C#N)ccc21	-6	-5	-2%	-8%
CCOc1ccccc1N1CCN(S(=O)(=O)c2cccc3nsnc23)CC1	1	?	-6%	-4%
Cc1nc2ccc(-n3ccc(=O)cc3)cc2s1	-6	?	-2%	-1%
Cc1ccc(S(=O)(=O)N(C)CCCC(=O)NCc2ccc3c(c2)OCO3)cc1	4	?	-7%	8%[2.29 µM]
CS(=O)(=O)N(Cc1ccco1)CC(O)Cn1c2ccccc2c2ccccc21 (stereo not given)	-1	1	-1%	-3%

(next part)
SMILES	IMPase inh	PNC assembly inh	12-hLO inh	15-hLO-2 inh
O=C1NC2(CCCCC2)C(=O)N1Cc1ccc([N+](=O)[O-])cc1	·	14	1%	·
Cc1ccc(N(CC(O)CN2CCOCC2)S(=O)(=O)c2ccc3ccccc3c2)cc1 (stereo not given)	2	2	-5%	1%
NS(=O)(=O)c1ccc(CNC(=O)NC2(c3ccccc3)CC2)cc1	-1	-4	2%	0%
COC(=O)c1ccc(NC(=S)NNC(=O)CC(C)C)cc1	-1	42	-1%	·
CN(C)c1ccc(N=c2sc3ccccc3n2C)cc1	15	28	-6%	7.9µM*
Fc1cccc(F)c1/C=C/c1ccc2ccccc2n1	11	71	-2%	·
CCCOC(=O)c1ccc(Oc2c(-c3ccc(OCC)cc3O)n[nH]c2C)cc1	16	?	?	10%
O=C1C(=O)c2ccc(-c3ccccc3)cc2-c2ccccc21	?	-105*	2%	·
CCN(CC(=O)NCc1ccc(F)cc1)Cc1nc2cc(Cl)ccc2c(=O)[nH]1	12	12	-6%	39%[activator]
COc1ccc(Cn2nnnc2C(c2cccs2)N2CCCCCC2)cc1 (stereo not given)	?	13	2%	-6%
O=C(NCCOc1ccccc1F)c1cc(F)c(F)cc1Cl	·	?	1%	·
COc1ccc(NC(=O)C2C3C=CC(C3)C2C(=O)NCc2ccco2)cc1 (stereo not given)	15	11	-1%	-3%
COc1ccc(S(=O)(=O)CCC(=O)O)cc1	-1	-13	-2%	-9%
CN=c1scc(-c2cccs2)n1/N=C/c1ccc(O)c(O)c1O	0	?	-22%	·
CCCCCCNc1cc(C)oc(=O)c1C(C)=O	·	?	4%	·
COc1cc2c(cc1OC)C1=NC(=O)CN1C(SCc1ccccc1C)=N2	-1	12	0%	-8%
Cn1c(CSc2ncccn2)nnc1SCC(=O)N1CCCCC1	-12	18	0%	-8%
Cc1c(-c2ccco2)[n+](=O)c2c(n1[O-])CCC2	2	?	0%	17%
O=C(Cc1c(O)c2ccccc2[nH]c1=O)NCc1ccccc1	3	124	8%	7%
Cc1ccsc1/C=N/n1c(-c2ccco2)n[nH]c1=S	2	?	-3%	-16%
Cc1ccccc1N1CCN(c2ncnc3c2cnn3Cc2ccc(Cl)cc2)CC1	16	15	-1%	8%[2.29 µM]

In a second layout: results already given.
> O=C(Cc1c(O)c2ccccc2[nH]c1=O)NCc1ccccc1
- IMPase inh = 3
- PNC assembly inh = 124
- 12-hLO inh = 8%
- 15-hLO-2 inh = 7%
> Cn1c(CSc2ncccn2)nnc1SCC(=O)N1CCCCC1
- IMPase inh = -12
- PNC assembly inh = 18
- 12-hLO inh = 0%
- 15-hLO-2 inh = -8%
> Cc1ccccc1N1CCN(c2ncnc3c2cnn3Cc2ccc(Cl)cc2)CC1
- IMPase inh = 16
- PNC assembly inh = 15
- 12-hLO inh = -1%
- 15-hLO-2 inh = 8%[2.29 µM]
